ATG4B inhibitor: ATG4B protease inhibitors, primary screen, biochemical, fluorescence, uHTS; ATG4B cleavage of LC3-PLA2, NBD-HPC fluorescence, 1 h; Cysteine protease ATG4B (Homo sapiens), Q9Y4P1; inhibition, % at 8.33 µM; 0.51% of 340,000 active; in the data active = inhibition above about 40%
Target sequence (Q9Y4P1 whole entry, looked up): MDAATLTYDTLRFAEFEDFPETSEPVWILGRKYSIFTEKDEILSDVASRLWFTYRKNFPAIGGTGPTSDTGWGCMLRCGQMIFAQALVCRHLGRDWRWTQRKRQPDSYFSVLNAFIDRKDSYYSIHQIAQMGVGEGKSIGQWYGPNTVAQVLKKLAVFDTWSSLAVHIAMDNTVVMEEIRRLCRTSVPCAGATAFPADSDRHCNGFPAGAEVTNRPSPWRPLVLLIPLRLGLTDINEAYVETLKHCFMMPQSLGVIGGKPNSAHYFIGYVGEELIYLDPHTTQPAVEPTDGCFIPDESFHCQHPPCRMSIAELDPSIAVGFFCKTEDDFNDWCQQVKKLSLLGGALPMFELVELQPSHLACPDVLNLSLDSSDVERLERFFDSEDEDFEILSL
SENP1 inh: human SENP1 catalytic domain inhibitors, primary screen, biochemical, FRET, uHTS. AID 624204, 2012. Sentrin-specific protease 1 (Homo sapiens), Q9P0U3. 0.21% of 360,000 active. inhibition, % at 10 µM. recombinant SENP1 catalytic domain, CyPet-SUMO1-YPet FRET cleavage;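 active = inhibition at least 30% at 10 µM, raw YFP signal under a set limit, fluorescence ratio 0.5 to 1.5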;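 also: 0% = enzyme with DMSO and 100% = no enzyme wells; some results filed as inactive read as strong as hits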
Target sequence (Q9P0U3 419-644 limits assumed): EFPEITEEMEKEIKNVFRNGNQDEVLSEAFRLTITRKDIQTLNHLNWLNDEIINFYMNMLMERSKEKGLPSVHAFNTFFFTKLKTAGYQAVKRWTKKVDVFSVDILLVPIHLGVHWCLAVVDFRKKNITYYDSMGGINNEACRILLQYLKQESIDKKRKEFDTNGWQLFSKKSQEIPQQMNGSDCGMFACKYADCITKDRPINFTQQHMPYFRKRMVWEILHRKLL
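Material: hSENP1 catalytic domain, recombinant; medium: Tris pH 8 with BME, BSA, NP40 and catalase; compound: single concentration of 10 µM compound, 0.5% DMSO final; technique: FRET read of cyan and yellow fluorescence; timing: 50 min enzyme reaction, room temperature, light-protected; reagent: SFCypet-SUMO1-SFYpet substrate at 25 nM; control set: no-enzyme low, enzyme-DMSO high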
MPTP inh: mitochondrial permeability transition pore inhibitors, primary screen, biochemical, isolated mouse mitochondria, absorbance. inhibition, % at 10 µM. Ca2+ swelling absorbance, 30 min. 1.4% of 360,000 active;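 active = inhibition of 50% or more, scaled per plate between neutral and stimulator controls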;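 also: 0% = DMSO wells given calcium and 100% = 1 mM EGTA wells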
SENP6 block: SENP6 protease inhibitors, primary screen, biochemical, luminescence, uHTS | Recombinant SENP6 catalytic domain, aminoluciferin luminescence | inhibition, % at 10 µM | 1.8% of 330,000 active | Sentrin-specific protease 6 (Homo sapiens), Q9GZR1;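 active = inhibition above about 50% at the single tested dose, limit read from the data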;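 also: plate controls were DMSO wells with enzyme for no effect and DMSO wells lacking enzyme for full effect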
SENP8 inh: human SENP8 protease inhibitors, primary screen, biochemical, fluorescence, Nedd8 protein substrate, uHTS | recombinant SENP8 | Sentrin-specific protease 8 (Homo sapiens), Q96LD8 | 0.64% of 360,000 active | inhibition, % at 20 µM; in the data active = inhibition mostly above about 40%, no sharp cut-off; inactive = mostly below about 27%
Target sequence (Q96LD8 whole entry, looked up): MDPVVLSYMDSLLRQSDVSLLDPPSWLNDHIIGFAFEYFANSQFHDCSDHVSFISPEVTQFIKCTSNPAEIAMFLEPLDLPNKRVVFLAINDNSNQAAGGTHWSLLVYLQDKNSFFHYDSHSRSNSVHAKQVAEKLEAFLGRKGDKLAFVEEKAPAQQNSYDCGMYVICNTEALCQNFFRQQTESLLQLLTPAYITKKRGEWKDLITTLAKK
NR3A LBD binder: binders of NR3A ligand-binding domain, primary screen, biophysical, differential scanning fluorimetry, uHTS; Glutamate receptor ionotropic, NMDA 3A (GRIN3A) ligand-binding domain; Tm shift relative to glycine control, % at 25 µM; NR3A LBD differential scanning fluorimetry, Tm shift; 0% = protein alone, 100% = glycine-bound protein; 2.5% of 340,000 active;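 active = melting temperature shift of at least 10% of the positive control shift, at one fixed dose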
hIAP activ: human IAP activators, primary screen, biochemical, luminescence, uHTS; Intestinal-type alkaline phosphatase (Homo sapiens), P09923; purified human IAP, CDP-Star luminescence, 30 min; hits give high values; 1 = vehicle-only enzyme, 0 = enzyme-free background; activation factor at 10 µM; 0.16% of 330,000 active; AID 2524, 2010;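 active = activation factor of the enzyme at least 2-fold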; also: the source names both 10 and 20 µM as test concentration; values of inactives mirror those of a sister screen read the other way
PfG6PD inh: PfG6PD enzyme inhibitors, primary screen, biochemical, fluorescence intensity, uHTS; PfGluPho enzyme, NADPH resazurin-diaphorase fluorescence; inhibition, % at 20 µM; 0.78% of 350,000 active; AID 504690, 2011;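 active = inhibition reaching at least a set limit at 20 µM in the primary screen, cut at about 59% in these data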;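 also: 0% = DMSO wells with substrate and 100% = DMSO wells lacking glucose-6-phosphate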
Active calls of the source: *; i = inactive; · = not tested or not shown.

SMILES	ATG4B inhibitor	SENP1 inh	MPTP inh	SENP6 block	SENP8 inh	NR3A LBD binder	hIAP activ	PfG6PD inh
Cc1ccc(F)c(NC(=O)c2ccc(Cn3cc(Cl)cn3)cc2)c1	-4	-1	-0.3	9	13	0	0.95	-2
COc1cccc(C(=O)Nc2ccc(-n3nncc3C(C)(C)C)cc2)c1	-21	-1	-1.8	-4	10	0	1.1	9
COc1ccc(NC(=O)c2ccc3c(=O)n(Cc4ccco4)c(=S)[nH]c3c2)c(OC)c1	-10	3	13	-7	15	0	1.1	8
O=c1[nH]c2ccccc2s1	5	4	0.0	-8	44*	-3	1	6
c1cnc(Oc2ccc(-c3nnco3)cc2)cn1	8	0	-3.1	-5	7	-1	0.88	-8
CN=c1oc2ccc(Cl)cc2cc1C(N)=O	4	-8	0.6	-5	-22	0	1	-3
COC(=O)C1(Cc2cc(-c3ccccc3)no2)CCN(C(=O)OC(C)(C)C)CC1	-10	2	0.2	3	15	2	0.95	9
CCC(CC)=NNc1ccc([N+](=O)[O-])cc1[N+](=O)[O-]	1	3	1.3	-1	17	-13	1.1	-15
CCc1c(C)sc(NC(=O)c2ccco2)c1C(=O)N1CCOCC1	2	5	-1.1	-1	-4	-2	1.1	2
C=CCn1c(-c2cccc([N+](=O)[O-])c2)n[nH]c1=S	4	3	1.3	5	6	0	0.96	19
CC(NC(=O)c1ccco1)C12CC3CC(CC(C3)C1)C2 (stereo not given)	3	2	-1.3	-7	-6	0	1	2
CCn1c(C)c(C)c2cc(C(=O)NCCCN3CCCCC3)ccc21	-2	-6	-0.4	2	-14	-1	1.3	3
CN(CCCNC(=O)C1CCC(CNS(=O)(=O)c2ccccc2)CC1)Cc1ccccc1 (stereo not given)	-5	3	3.1	-6	10	3	1	0
Cc1ccc(NC(=O)C2C3C=CC4(O3)C2C(=O)N(CCCN2CCCC2)C4C(=O)NC2CCCCC2)cc1Cl (stereo not given)	3	1	0.8	-4	17	-2	1.2	8
Cc1cc2nc(-c3ccc[nH]c3=O)n(Cc3ccc(F)cc3)c2cc1C	0	-7	0.0	4	-309	1	1.4	-11
CCn1cc(C(=O)NCCCN(CC(C)C)CC(C)C)c(=O)c2cc(S(=O)(=O)N3CCOCC3)ccc21	-3	0	-2.4	-15	12	-4	1.3	-13
C=CCOc1cccc(NC(=O)c2ccccc2SC)c1	-3	-1	1.8	-7	14	4	1	7
c1ccc(OCCSc2nc3ccccc3o2)cc1	-7	0	0.7	-26	14	1	0.97	11
CC(NC(=O)COC(=O)Cc1ccc(-c2ccccc2)cc1)c1ccccc1 (stereo not given)	-5	-2	1.1	-5	-13	-4	0.98	9
CC(C)c1ccc(-n2c(-c3ccccc3)c[n+]3c2CCc2ccccc2-3)cc1	12	2	3.2	·	-26	-1	·	18
Cc1cc(Cl)ccc1OCCCC(=O)NCCCn1ccnc1	2	1	-1.4	-24	-6	3	0.97	-12
O=C(CSc1nc2cc(Cl)ccc2o1)N1CCOCC1	-1	1	-0.5	5	24	0	1.1	-2
COc1cc(/C=C(\NC(C)=O)C(=O)Nc2ccccc2C)ccc1OC(C)=O	6	1	-1.2	-14	6	0	0.91	0
CCCOc1ccc(C2CC(=O)NC2=O)cc1 (stereo not given)	-15	0	0.1	19	12	1	0.98	-4

Record cards, from the list above. Order of screens: ATG4B inhibitor, SENP1 inh, MPTP inh, SENP6 block, SENP8 inh, NR3A LBD binder, hIAP activ, PfG6PD inh
Entry for CC(C)c1ccc(-n2c(-c3ccccc3)c[n+]3c2CCc2ccccc2-3)cc1 → 12, 2, 3.2, ·, -26, -1, ·, 18
Entry for COc1cc(/C=C(\NC(C)=O)C(=O)Nc2ccccc2C)ccc1OC(C)=O → 6, 1, -1.2, -14, 6, 0, 0.91, 0

Two entries from above in another layout:
Compound,ATG4B inhibitor,SENP1 inh,MPTP inh,SENP6 block,SENP8 inh,NR3A LBD binder,hIAP activ,PfG6PD inh
Cc1cc2nc(-c3ccc[nH]c3=O)n(Cc3ccc(F)cc3)c2cc1C,0,-7,0.0,4,-309,1,1.4,-11
CCn1cc(C(=O)NCCCN(CC(C)C)CC(C)C)c(=O)c2cc(S(=O)(=O)N3CCOCC3)ccc21,-3,0,-2.4,-15,12,-4,1.3,-13

Additional results
SMILES	ATG4B inhibitor	SENP1 inh	MPTP inh	SENP6 block	SENP8 inh	NR3A LBD binder	hIAP activ	PfG6PD inh
COc1ccccc1OCC(=O)N/N=C1/C=C(C)CC1	8	3	-0.9	-20	1	0	1.1	26
COC(=O)CC(c1ccc(C#N)cc1)n1c(C)ccc1C (stereo not given)	-2	-1	0.2	8	3	0	1.1	14
C[C@H](CO)N1C[C@H](C)[C@@H](CN(C)S(=O)(=O)c2ccccc2)OCCCC[C@H](C)Oc2ccc(NC(=O)CCC(F)(F)F)cc2C1=O	·	1	-0.5	·	22	·	·	8
O=c1[nH]c2cc3c(cc2cc1CN(Cc1nnnn1CC1CCCO1)C1CCCC1)OCO3 (stereo not given)	2	-16	-1.1	-11	i	-2	1	2
NC(=O)c1ccc(NCCCN2CCOCC2)c([N+](=O)[O-])c1	-14	0	0.1	-2	9	-3	1	-1
CN(C)CCCNC(=O)C1CCNCC1	-11	1	-0.5	0	17	-1	0.93	-1
CS(=O)(=O)N1CCC(C(=O)NCc2ccco2)CC1	0	0	-0.2	11	1	1	1	-21
CN(Cc1cnn(C)c1)C(=O)C1CCC(=O)N(C2CCCCCC2)C1 (stereo not given)	4	1	-0.3	0	9	0	0.93	13
COc1ccccc1/C=C/c1nc(S(=O)(=O)c2ccccc2)c(N(C)C)o1	1	-156	-0.9	11	-399	-6	0.83	-4
O=C1C(=O)N(CCO)C(c2ccccc2[N+](=O)[O-])/C1=C(\O)c1ccccc1 (stereo not given)	0	-11	-0.8	16	-14	0	1	1
CC(=O)C(Sc1ccc2nnc(-c3ccc(C)cc3)n2n1)C(C)=O	-2	-1	-0.9	-13	-36	0	1.1	-11
CN(C)C(CNS(=O)(=O)c1ccc(F)cc1)c1cccnc1 (stereo not given)	-1	3	-1.5	2	7	-2	0.9	0
COc1ccc(C(=O)N2CCC(C(=O)c3ccc(F)cc3)CC2)cc1	-1	2	0.4	-5	29	0	1	7
Cc1cc(C)cc(NC(=O)CSc2nnc(-c3ccccc3C)o2)c1	16	0	24	-5	1	-4	1.1	10
COc1ccc(C(=O)CC(=O)c2ccccc2O)cc1OC	-2	2	0.0	0	-201	15*	0.95	-28
NS(=O)(=O)c1ccc(NS(=O)(=O)c2ccc(NC(=S)Nc3ccccc3)cc2)cc1	-2	-1	1.8	-9	14	-2	1.1	-15
O=C(NC(Cc1c[nH]c2ccccc12)c1nnc2n1CCCCC2)c1cccs1 (stereo not given)	-18	1	-0.5	-26	5	1	0.93	-8
Brc1ccc2c(c1)CNc1c(ncnc1N1CCOCC1)O2	14	0	-0.4	6	4	-2	1.1	-6
CCN(CC)CCNC(=O)COc1ccc(Cl)cc1Cl	-1	4	-2.9	-18	10	0	1.9	0
O=C(Nc1ccc(Br)cc1)c1ccc(-n2cnnn2)cc1	-8	1	-0.2	-14	1	0	0.95	12
COc1ccc(OC)c(-c2csc(NC(=O)c3ccc(F)cc3)n2)c1	0	-2	0.7	8	-51	-2	1.1	1
O=C(C1CCN(S(=O)(=O)c2ccccc2)CC1)N1CCCCCC1	4	3	1.0	-22	6	1	1.1	-13
CCOC(=O)CC(N)c1ccc(OC)cc1 (stereo not given)	-3	1	16	7	21	-1	0.9	-20
Cc1noc(NS(=O)(=O)c2ccc(NC(=O)CSc3n[nH]c(-c4ccccc4)n3)cc2)c1C	-12	2	-1.8	8	9	-5	0.94	-36
CCN1CCCC1CNC(=O)Cn1nc(C)n2c(cc3cc(F)ccc32)c1=O (stereo not given)	2	-4	-0.3	6	-73	2	1.1	-8
Cn1c(=O)c2[nH]c(N3CCN(c4ccccc4)CC3)nc2n(C)c1=O	-4	0	-0.7	-10	1	1	0.94	-13
Cc1ccc(-c2ncns2)cc1	-2	0	2.2	-29	-5	1	1	7
CC(C)C[C@@H](CN(C)N=O)N(C[C@H](Cc1ccccc1)N(CCc1ccccc1)N=O)N=O	-2	1	-0.4	-5	10	-2	0.93	18
Cc1cc(C)cc(OC(C)C(=O)NCCCn2ccnc2)c1 (stereo not given)	1	1	-0.8	-16	7	-2	1.1	11
CCOC(=O)N/N=C(C)/C=C/c1ccco1	3	3	0.2	-4	9	0	0.82	-8
Cc1ccc(S(=O)(=O)N2CCN(C(=O)C3CCCO3)CC2)cc1C (stereo not given)	-4	0	-1.3	-6	3	0	1.1	5
O=C(Nc1cc(S(=O)(=O)N2CCCCC2)ccc1O)c1ccccc1NS(=O)(=O)c1ccc(F)c(F)c1	-10	3	91*	15	-312	28*	0.99	-24
C/C(=N\O)C(C)Oc1ccc(Cl)cc1 (stereo not given)	-4	1	0.4	-20	12	-6	1.1	-3
Cc1cc(NC(=O)CCN2C(=O)C3C4CCC(C4)C3C2=O)c(C)cc1Br (stereo not given)	-12	1	1.0	11	14	2	0.92	-1
CC1CC(C)CN(C(=O)COC(=O)c2ccc3ncsc3c2)C1 (stereo not given)	2	3	-0.3	-19	-12	2	0.88	3
CCOC(=O)C1CCCN(C(=O)CSc2nc(C)cc(C)n2)C1 (stereo not given)	-1	-4	0.6	7	15	4	0.98	3

The closing six entries of the section before are carried over, then new ones follow.
SMILES	ATG4B inhibitor	SENP1 inh	MPTP inh	SENP6 block	SENP8 inh	NR3A LBD binder	hIAP activ	PfG6PD inh
Cc1ccc(S(=O)(=O)N2CCN(C(=O)C3CCCO3)CC2)cc1C (stereo not given)	-4	0	-1.3	-6	3	0	1.1	5
O=C(Nc1cc(S(=O)(=O)N2CCCCC2)ccc1O)c1ccccc1NS(=O)(=O)c1ccc(F)c(F)c1	-10	3	91*	15	-312	28*	0.99	-24
C/C(=N\O)C(C)Oc1ccc(Cl)cc1 (stereo not given)	-4	1	0.4	-20	12	-6	1.1	-3
Cc1cc(NC(=O)CCN2C(=O)C3C4CCC(C4)C3C2=O)c(C)cc1Br (stereo not given)	-12	1	1.0	11	14	2	0.92	-1
CC1CC(C)CN(C(=O)COC(=O)c2ccc3ncsc3c2)C1 (stereo not given)	2	3	-0.3	-19	-12	2	0.88	3
CCOC(=O)C1CCCN(C(=O)CSc2nc(C)cc(C)n2)C1 (stereo not given)	-1	-4	0.6	7	15	4	0.98	3
Cn1c(C(=O)NCc2ccccn2)cc2c(=O)n(C)c3ccccc3c21	1	3	-0.8	-11	-67	0	0.92	13
COc1cc(Oc2ccccc2)nc(N)n1	4	1	2.3	1	11	-1	0.81	0
Cc1ccc(NC(=O)C(=O)NCCN2CCN(S(=O)(=O)c3ccccc3)CC2)cc1C	-6	2	-0.5	-11	9	-1	1.1	-6
COc1ccc(CN2CCN(Cc3ccco3)CC2)cc1OC	8	1	-0.7	10	-9	-2	0.9	-11

Some of these compounds in order of their number in SENP1 inh, low to high.
molecule | ATG4B inhibitor | SENP1 inh | MPTP inh | SENP6 block | NR3A LBD binder | hIAP activ | PfG6PD inh
COc1cc(Oc2ccccc2)nc(N)n1 | 4 | 1 | 2.3 | 1 | -1 | 0.81 | 0
Cc1ccc(NC(=O)C(=O)NCCN2CCN(S(=O)(=O)c3ccccc3)CC2)cc1C | -6 | 2 | -0.5 | -11 | -1 | 1.1 | -6
Cn1c(C(=O)NCc2ccccn2)cc2c(=O)n(C)c3ccccc3c21 | 1 | 3 | -0.8 | -11 | 0 | 0.92 | 13
